Source: PubChem BioAssay (National Center for Advancing Translational Sciences (NCATS))
HCV inhibitor = HCV inhibition. Potency, µM (doses to about 41.8 µM), without a hit: at the highest dose activity change, negative = inhibition, most hits filed as inhibitors. Huh7.5.1 HCVcc-Cre infection, luciferase reporter, 44 h. 3.4% of 340,000 active; note: potency is the fitted concentration of half-maximal effect
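A cell-based infection assay in which seeded cells (1,000 per well) receive test compound after 4 h, are inoculated with HCVcc-Cre at approximately 0.5 moi, and are incubated 44 h before luminescence detection.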
HCMV inh = blocks human cytomegalovirus replication; 4.5% of 410,000 active; activity change, negative = inhibition, % at 57.5 µM; AID 1259415; HFF cells, HCMV-luciferase reporter, 72 h; active compounds read low; in the data active = activity change below about -60%; inconclusive = no clear call, values can overlap the other calls; inactive = above about -39%
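Two compound doses tested in HFFs infected with HCMV-luciferase, MOI 1 PFU/cell, 72 h at 37C. Lysate luminescence read with OneGlo; data normalized against buffer-only and 10uM Salinomycin inhibitor controls.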
AmpC inh detg = inhibitors of E. coli AmpC beta-lactamase with detergent; P00811; AmpC hydrolysis of nitrocefin, absorbance 480 nm, 0.01% Triton; Potency, µM (titrated, usually from 114 µM), for the others: top-dose activity change, negative = inhibition, hits mostly inhibitors; 0.041% of 370,000 active; AID 485294;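 note: potency is the fitted concentration of half-maximal effect; 0% = no-compound wells and -100% = no-enzyme wells; nearly all actives have a fitted effect of over 25% in size; some results filed as inactive show a strong effect at the top dose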
Target sequence (P00811 whole entry, looked up): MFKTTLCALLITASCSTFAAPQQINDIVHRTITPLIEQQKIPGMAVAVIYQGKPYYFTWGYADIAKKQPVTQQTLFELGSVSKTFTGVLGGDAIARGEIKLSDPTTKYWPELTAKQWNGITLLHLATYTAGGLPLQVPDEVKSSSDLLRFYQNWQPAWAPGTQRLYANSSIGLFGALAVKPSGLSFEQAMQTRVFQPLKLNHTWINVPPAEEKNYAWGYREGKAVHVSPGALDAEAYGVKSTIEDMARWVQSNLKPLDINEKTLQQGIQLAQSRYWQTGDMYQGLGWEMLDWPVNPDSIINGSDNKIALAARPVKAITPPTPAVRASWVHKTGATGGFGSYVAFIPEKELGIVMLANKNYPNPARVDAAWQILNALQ
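20 mM phosphate pH 7.0 + 0.01% (detergent screen) or 0.0001% Triton X-100; 5.3 nM AmpC reagent; cpd preinc 15 min RT; nitrocefin (800 uM stock) to start; A480 q20 s × 4 min; Activity was normalised to no-enzyme and no-compound control wells.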
AMA1-RON2 inh = disrupts binding of P. falciparum AMA1 to RON2. AlphaScreen AMA1-biotinylated RON2 peptide binding. Potency, µM (titrated, usually from 58.2 µM), for inactives: top-dose activity change, negative = inhibition, most hits filed as inhibitors. 0.2% of 360,000 active;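 note: potency is the fitted concentration of half-maximal effect; 0% = vehicle wells and -100% = peptide control; nearly all actives have a fitted effect of over 45% in size; some results filed as inactive show a strong effect at the top dose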
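AMA1 (3D7) with his tag at 25 nM final met compounds first, then biotinylated RON2 peptide at 25 nM; detection used donor plus acceptor beads, 10 µg/mL apiece, read by AlphaScreen after 30 min at room temperature.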
Sm TGR inh = inhibitors of Schistosoma mansoni thioredoxin glutathione reductase | 3% of 360,000 active | Potency, µM (highest dose often 114 µM), for the others: at the highest dose activity change, negative = inhibition, usual class: inhibitors | AID 485364 | Q962Y6 | purified TGR, DTNB reduction, TNB absorbance 405 nm; note: potency is the fitted concentration of half-maximal effect; nearly all actives have a fitted effect of over 60% in size
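Kinetic colorimetric format: TGR-catalysed, NADPH-driven DTNB reduction monitored via TNB absorbance. Enzyme dispensed at 20 nM; compound exposure 15 min at room temperature before reaction start.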
FBPA Giardia inh = inhibitors of Giardia lamblia fructose-1,6-bisphosphate aldolase; 0.71% of 290,000 active; A8B2U2; Potency, µM (doses to about 59.6 µM), for inactives: at the highest dose activity, negative = inhibition, actives largely listed as inhibitors; purified Giardia FBPA; AID 2451; note: potency is the fitted concentration of half-maximal effect; nearly all actives have a fitted effect of over 55% in size
Target sequence (A8B2U2 whole entry, looked up): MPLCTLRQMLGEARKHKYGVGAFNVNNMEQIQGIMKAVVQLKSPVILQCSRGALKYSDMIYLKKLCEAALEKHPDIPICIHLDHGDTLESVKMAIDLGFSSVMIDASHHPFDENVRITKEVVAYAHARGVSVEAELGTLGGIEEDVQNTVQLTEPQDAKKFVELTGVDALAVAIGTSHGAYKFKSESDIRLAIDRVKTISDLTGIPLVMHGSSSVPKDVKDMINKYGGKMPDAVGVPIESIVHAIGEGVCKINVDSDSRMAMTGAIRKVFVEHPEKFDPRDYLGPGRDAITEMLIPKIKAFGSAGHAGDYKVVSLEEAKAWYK
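40 nM FBPA preincubated 10 min at RT with compound (up to 57.5 uM final), then substrate plus GAPDH/TPI/NAD/arsenate coupling and diaphorase/resazurin added. Fluorescence read after 20 min at RT, 525/598 nm.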
* marks the source's active call; other numbers are inactive results; [ ] = remark or other dose. Unless noted, calls come from the whole dose curve; as a rule, active = well fitted curve in the direction sought with a large enough effect; inconclusive = small, poorly fitted or top-dose-only effect, or another doubt; inactive = no such curve, though single readings can be large; an effect the other way counts as inactive or inconclusive. Unless noted, % is set by controls: 0 for no effect and ±100 for the full control effect.

`CN(C)c1cc(C(F)(F)F)nc(-c2ccccn2)n1` gave HCV inhibitor 10%, HCMV inh -23, AmpC inh detg -6%, AMA1-RON2 inh 10%, Sm TGR inh 0% and FBPA Giardia inh -9%.
Screening O=C(COc1ncnc2ccccc12)Nc1cc([N+](=O)[O-])ccc1F returned HCV inhibitor 8%, HCMV inh 0, AmpC inh detg -4%, AMA1-RON2 inh 21%, Sm TGR inh 0% and FBPA Giardia inh 0%.
`O=C(COC(=O)C1CCCCC1C(=O)N1CCc2ccccc21)NCc1ccco1` (configuration not stated) gave HCV inhibitor -7%, HCMV inh inconclusive, AmpC inh detg inconclusive, AMA1-RON2 inh -10%, Sm TGR inh 25µM* and FBPA Giardia inh -6%.
Screening OC(COc1ccccc1)CN1CCCCC1 (configuration not stated) returned HCV inhibitor 26%, HCMV inh -5 and AMA1-RON2 inh -4%.
For COc1ccc(-c2cc(C3CCN(C(=O)OC(C)(C)C)CC3)[nH]n2)cc1 the results were HCV inhibitor -16%, HCMV inh -26, AmpC inh detg 7%, AMA1-RON2 inh -1%, Sm TGR inh -1% and FBPA Giardia inh -6%.
Screening CCOC(=O)C1CCCN(C(=O)CN2C(=O)COc3ccc(C(C)(C)C)cc32)C1 (configuration not stated) returned HCV inhibitor -16%, HCMV inh -30, AmpC inh detg 2%, AMA1-RON2 inh 2%, Sm TGR inh 4% and FBPA Giardia inh 3%.
For NS(=O)(=O)c1ccc(NC(=O)/C=C/c2ccco2)cc1 the results were HCV inhibitor 7%, HCMV inh 14, AmpC inh detg -14%, AMA1-RON2 inh -1%, Sm TGR inh 6.3µM* and FBPA Giardia inh 1%.
`O=C(NC1CCS(=O)(=O)C1)c1cccs1` (configuration not stated) gave HCV inhibitor 2%, HCMV inh -39, AmpC inh detg -11%, AMA1-RON2 inh 0%, Sm TGR inh 2% and FBPA Giardia inh -3%.
Screening CCCCN(C)C(=O)CSc1c2c(nc3ccc(Cl)cc13)CCCC2 returned HCMV inh 1, AmpC inh detg -1% and Sm TGR inh 0%.
CCc1sc(NC(=O)CN2CCC(C(N)=O)CC2)nc1-c1ccccc1 was read as HCV inhibitor -22%, HCMV inh -4, AmpC inh detg -11%, AMA1-RON2 inh 20%, Sm TGR inh inconclusive and FBPA Giardia inh -16%.
CCn1c(Cc2ccccc2)nnc1SCC(=O)Nc1ccc2c(c1)OCO2 was read as HCV inhibitor 6%, HCMV inh -18, AmpC inh detg inconclusive, AMA1-RON2 inh 6%, Sm TGR inh inconclusive and FBPA Giardia inh -14%.
`O=S(=O)(Nc1ccc(Oc2ncccn2)c(Cl)c1)c1ccc(F)cc1` gave HCV inhibitor -16%, HCMV inh 1, AmpC inh detg 3%, AMA1-RON2 inh -6%, Sm TGR inh 0% and FBPA Giardia inh -5%.
Screening O=C(Cc1ccccc1)NNC(=O)Nc1cccc(Cl)c1 returned HCV inhibitor 17%, HCMV inh -39, AmpC inh detg -13%, AMA1-RON2 inh 5%, Sm TGR inh 4% and FBPA Giardia inh 5%.
For COc1cc(-c2nc(C)c(C(C)=O)n2O)ccc1OCC(=O)Nc1ccc(F)cc1 the results were HCV inhibitor -21%, HCMV inh -2, AmpC inh detg -13%, AMA1-RON2 inh 31%[activator], Sm TGR inh -9% and FBPA Giardia inh -7%.
Screening COc1ccccc1N1CCN(C(=O)C2CCCCN2S(=O)(=O)c2ccc(C)cc2)CC1 (configuration not stated) returned HCV inhibitor -20%, HCMV inh -23, AmpC inh detg -1%, AMA1-RON2 inh -6%, Sm TGR inh -12% and FBPA Giardia inh -4%.
`CCN(CCCNC(=O)c1cc2cc3cc(C)ccc3nc2s1)c1cccc(C)c1` gave HCMV inh 17, AmpC inh detg 0% and Sm TGR inh 5%.
COc1cccc(-c2nnc(SCC(=O)Nc3cc(C)on3)n2C)c1 was read as HCV inhibitor -1%, HCMV inh 29, AmpC inh detg -12%, AMA1-RON2 inh 1%, Sm TGR inh -2% and FBPA Giardia inh 0%.
`Cc1cccc(C2c3[nH]c4ccccc4c3CCN2C(=O)CN2CCOC2=O)n1` (configuration not stated) gave HCV inhibitor -4%, HCMV inh 34, AmpC inh detg -4%, AMA1-RON2 inh -2%, Sm TGR inh -19% and FBPA Giardia inh -1%.
For CCN(CC)CCOC(=O)c1ccc(NC(=O)Cn2ncc3c([nH]c4ccc(C)cc43)c2=O)cc1 the results were HCMV inh -6, AmpC inh detg 12% and Sm TGR inh -1%.
N/C(=N\[N+](=O)[O-])N/N=C/c1ccc(O)cc1 was read as HCV inhibitor 10%, HCMV inh 12, AmpC inh detg 0%, AMA1-RON2 inh 5%, Sm TGR inh 11% and FBPA Giardia inh 0%.
Screening CCCN(CCC)C(=O)Cn1nnc2sc(-c3ccccc3)cc2c1=O returned HCMV inh 1, AmpC inh detg 22% and Sm TGR inh -11%.
`CCN1CCN(CCNC(=O)c2ccc(CS(=O)c3ccc(Br)cc3)o2)CC1` (configuration not stated) gave HCV inhibitor 6%, HCMV inh -24, AmpC inh detg -5%, AMA1-RON2 inh 2% and Sm TGR inh -21%.
Screening CCc1ccc(N(CC(=O)NCCc2ccccc2)C(=O)CCC(=O)Nc2ccccn2)cc1 returned HCV inhibitor 2%, HCMV inh 0, AmpC inh detg 1%, AMA1-RON2 inh inconclusive, Sm TGR inh 5% and FBPA Giardia inh 17%.
`O=S(=O)(CCNCCc1ccccc1)NCc1ccccc1` gave HCV inhibitor 45%[activator], HCMV inh -20 and AMA1-RON2 inh 0%.
Screening O=[N+]([O-])c1ccc2ncnc(Nc3ccc4c(c3)OCCO4)c2c1 returned HCV inhibitor -5%, HCMV inh -28, AmpC inh detg 1%, AMA1-RON2 inh -8%, Sm TGR inh -1% and FBPA Giardia inh 0%.
Screening COc1ccccc1NC(=O)C/C(N)=N/O returned HCV inhibitor 13%, HCMV inh 6, AmpC inh detg 4%, AMA1-RON2 inh 36%[activator], Sm TGR inh -1% and FBPA Giardia inh -1%.
CNC(=O)Cn1c(C)cc(=O)c2cccc(C)c21 was read as HCV inhibitor 13%, HCMV inh 63, AmpC inh detg 6%, AMA1-RON2 inh 15%, Sm TGR inh 14% and FBPA Giardia inh 1%.
For Cc1cc(C)n(-c2ccc(C(C)C)cc2)c(=O)c1C#N the results were HCV inhibitor -6%, HCMV inh inconclusive, AmpC inh detg -14%, AMA1-RON2 inh -6% and FBPA Giardia inh 5%.
Screening O=C(CSc1nc2c([nH]c3ccccc32)c(=O)n1-c1ccccc1)c1ccc(Cl)cc1 returned HCMV inh 13, AmpC inh detg 1% and Sm TGR inh 8%.
COc1ccc2c(c1)c1nc(SCC(C)C)n(CCO)c(=O)c1n2C was read as HCV inhibitor 0%, HCMV inh -26, AmpC inh detg -13%, AMA1-RON2 inh -4%, Sm TGR inh 2% and FBPA Giardia inh 0%.
Screening CCn1c(=N)c(C(=O)NCCCOC)cc2c(=O)n3cccc(C)c3nc21 returned HCV inhibitor inconclusive, HCMV inh -21, AmpC inh detg -13%, AMA1-RON2 inh -13%, Sm TGR inh 1% and FBPA Giardia inh 2%.
Screening COc1ccc(C2=NOC(Cn3nc(-c4ccccc4)cc3C(=O)O)C2)cc1 (configuration not stated) returned HCV inhibitor inconclusive, HCMV inh -24, AmpC inh detg -8%, AMA1-RON2 inh 12% and Sm TGR inh -3%.
`O=C(COC(=O)COc1ccc2c(c1)CCC2)Nc1ccccc1` gave HCV inhibitor -15%, HCMV inh -1, AmpC inh detg -7%, AMA1-RON2 inh 7% and Sm TGR inh 1%.
For Cc1nc2ccccc2c(=O)n1NC(=O)c1ccccc1Cl the results were HCV inhibitor 23%, HCMV inh 49, AmpC inh detg 0%, AMA1-RON2 inh 17%, Sm TGR inh -24% and FBPA Giardia inh 5%.
`CN(CC1CCCO1)S(=O)(=O)c1ccc(C(=O)Nc2ccc(F)cc2)cc1` (configuration not stated) gave HCV inhibitor inconclusive, HCMV inh inconclusive, AmpC inh detg 3%, AMA1-RON2 inh -3% and Sm TGR inh 2%.
For O=C(CSc1ccc2nnc(-c3cccnc3)n2n1)Nc1cccc(F)c1 the results were HCV inhibitor -6%, HCMV inh 1, AmpC inh detg 0%, AMA1-RON2 inh -5% and Sm TGR inh 0%.
For NP(=O)(Oc1ccccc1)Oc1ccccc1 the results were HCV inhibitor 16%, HCMV inh -12 and AMA1-RON2 inh -1%.
Screening COC(=O)C1=C(c2cc3ccccc3s2)C[C@@H]2CC[C@H]1N2C(=O)N1CCC(C)CC1 returned HCV inhibitor inconclusive, HCMV inh 10 and AMA1-RON2 inh 3%.
For O=C(CSc1nnnn1-c1ccccc1)Nc1nsc(-c2ccccc2)n1 the results were HCV inhibitor -23%, HCMV inh -16, AmpC inh detg 1%, AMA1-RON2 inh -3%, Sm TGR inh -7% and FBPA Giardia inh 4%.
For COc1ccc(S(=O)(=O)N(C)c2ccc(C(=O)NCCC(C)C)cc2)cc1 the results were HCV inhibitor -11%, HCMV inh 39, AmpC inh detg -12%, AMA1-RON2 inh 2%, Sm TGR inh 1% and FBPA Giardia inh -14%.
Screening C/C(=N\OC(=O)c1ccc(Cl)c(Cl)c1)c1sc(C)nc1C returned HCV inhibitor 15%, HCMV inh inconclusive, AmpC inh detg 4%, AMA1-RON2 inh -3%, Sm TGR inh -2% and FBPA Giardia inh 0%.
CCCCOc1cccc(C(=O)Nc2ccc(S(=O)(=O)Nc3cc(C)on3)cc2)c1 was read as HCV inhibitor -2%, HCMV inh 21, AmpC inh detg 0%, AMA1-RON2 inh -8%, Sm TGR inh -10% and FBPA Giardia inh -11%.
O=C(c1cccc(Br)c1)c1conc1C(=O)c1ccco1 was read as HCV inhibitor -4%, HCMV inh inconclusive, AmpC inh detg -5%, AMA1-RON2 inh 36%[activator], Sm TGR inh -33% and FBPA Giardia inh -1%.
COc1ccccc1-c1nnc2sc(COc3ccc(Cl)cc3Cl)nn12 was read as HCV inhibitor inconclusive, HCMV inh -15, AmpC inh detg 12%, AMA1-RON2 inh 4%, Sm TGR inh 4% and FBPA Giardia inh 1%.
`Cc1cc(N=Nc2ccccc2C)ccc1N` gave HCV inhibitor 13µM*, HCMV inh 27 and AMA1-RON2 inh 11µM*.
Screening O=C(CCCc1nc2ccccc2s1)N1CCN(S(=O)(=O)c2cccs2)CC1 returned HCV inhibitor inconclusive, HCMV inh -25, AmpC inh detg inconclusive, AMA1-RON2 inh -1%, Sm TGR inh 12% and FBPA Giardia inh 6%.
Screening COC(=O)c1ccc(CSc2nc3ccccc3s2)o1 returned HCV inhibitor 4%, HCMV inh 11, AmpC inh detg 1%, AMA1-RON2 inh 27%, Sm TGR inh -16% and FBPA Giardia inh -5%.

Quoted at random: three records from the list.
Screening COC(=O)c1ccc(CSc2nc3ccccc3s2)o1 returned HCV inhibitor 4%, HCMV inh 11, AmpC inh detg 1%, AMA1-RON2 inh 27%, Sm TGR inh -16% and FBPA Giardia inh -5%.
Screening O=C(CCCc1nc2ccccc2s1)N1CCN(S(=O)(=O)c2cccs2)CC1 returned HCV inhibitor inconclusive, HCMV inh -25, AmpC inh detg inconclusive, AMA1-RON2 inh -1%, Sm TGR inh 12% and FBPA Giardia inh 6%.
CCCCOc1cccc(C(=O)Nc2ccc(S(=O)(=O)Nc3cc(C)on3)cc2)c1 was read as HCV inhibitor -2%, HCMV inh 21, AmpC inh detg 0%, AMA1-RON2 inh -8%, Sm TGR inh -10% and FBPA Giardia inh -11%.
